TNAP act hi DEA = TNAP (human) activation, high acceptor; purified TNAP, CDP-star luminescence, 1 M DEA, 30 min; active compounds read high; 0 = EDTA background, 1 = DMSO-only activity; P05186; activation factor at 20 µM; AID 1136; 200,000 tested, under 10 active;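 active = activation factor at least 2 at 20 µM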
Target sequence (P05186 whole entry, looked up): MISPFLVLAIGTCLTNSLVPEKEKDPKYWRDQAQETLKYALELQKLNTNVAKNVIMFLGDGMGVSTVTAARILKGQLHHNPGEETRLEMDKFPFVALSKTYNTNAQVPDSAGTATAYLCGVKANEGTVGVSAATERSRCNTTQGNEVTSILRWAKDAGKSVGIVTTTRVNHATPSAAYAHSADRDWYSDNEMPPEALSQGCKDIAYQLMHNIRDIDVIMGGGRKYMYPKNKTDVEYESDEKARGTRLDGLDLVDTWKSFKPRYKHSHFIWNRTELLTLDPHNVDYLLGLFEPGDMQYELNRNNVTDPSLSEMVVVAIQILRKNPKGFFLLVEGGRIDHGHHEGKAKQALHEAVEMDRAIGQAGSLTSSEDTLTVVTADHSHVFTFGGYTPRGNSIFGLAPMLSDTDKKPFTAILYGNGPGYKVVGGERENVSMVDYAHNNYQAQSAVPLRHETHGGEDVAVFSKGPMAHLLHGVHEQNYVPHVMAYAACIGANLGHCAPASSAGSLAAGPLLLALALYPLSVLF
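Assay system: human TNAP; Input: enzyme diluted 1/800 final; Reagent: CDP-star luminogenic substrate at 100 µM final; Timing: 30 min, room temperature; Signal: luminescence; Evaluation: TNAP activation factor scaled between EDTA and DMSO control wells.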
TNAP inh noacc = inhibitors of human TNAP without phosphate acceptor; P05186; purified TNAP, CDP-star luminescence, 30 min; inhibition, % at 20 µM; 200,000 compounds, 0.26% hits;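 active = tissue-nonspecific alkaline phosphatase inhibition above about 50% at 20 µM in the single-dose screen, limit read from the data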;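 also: 0% = DMSO negative control and 100% = EDTA positive control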
FLuc inh counter = counter-screen for luciferase assay inhibitors: firefly luciferase inhibition | inhibition, % at 10 µM | ATPLite firefly luciferase biochemical luminescence, 10 min | 200,000 compounds, 1.5% hits | AID 1006 | P08659;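 active = inhibition above about 50% when tested at 10 µM, limit read from the data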
Target sequence (P08659 whole entry, looked up): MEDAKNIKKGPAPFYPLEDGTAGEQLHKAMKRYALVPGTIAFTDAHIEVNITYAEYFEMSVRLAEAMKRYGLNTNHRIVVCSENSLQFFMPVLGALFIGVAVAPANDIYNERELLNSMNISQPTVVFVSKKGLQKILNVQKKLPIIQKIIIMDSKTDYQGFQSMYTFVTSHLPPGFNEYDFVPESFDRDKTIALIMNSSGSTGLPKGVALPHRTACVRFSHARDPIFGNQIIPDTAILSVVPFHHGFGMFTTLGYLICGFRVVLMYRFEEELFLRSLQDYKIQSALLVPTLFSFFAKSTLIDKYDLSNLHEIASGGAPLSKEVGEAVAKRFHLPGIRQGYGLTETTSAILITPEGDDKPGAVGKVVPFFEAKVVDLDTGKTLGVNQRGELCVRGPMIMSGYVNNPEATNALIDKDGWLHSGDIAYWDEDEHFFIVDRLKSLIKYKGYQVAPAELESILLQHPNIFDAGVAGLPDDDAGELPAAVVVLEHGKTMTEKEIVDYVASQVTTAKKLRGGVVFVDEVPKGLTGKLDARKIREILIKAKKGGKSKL
TNAP inh hiacc = blocks human TNAP under high phosphate acceptor concentration; P05186; purified TNAP, CDP-star luminescence, 1 M DEA; inhibition, % at 20 µM; 200,000 compounds, 0.03% hits;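 active = over 50% inhibition of tissue-nonspecific alkaline phosphatase at 20 µM in the single-dose screen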;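 also: plate controls were DMSO wells for no effect and EDTA-quenched wells as full inhibition for full effect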
NF-kB expr up = raises NF-kB expression in human neuronal cells. AID 1239. 190,000 compounds, 1.6% hits. NF-kB reporter expression; active compounds read high. fold change at 12.5 µM; in the data active = fold change above about 3.3
PMI act satM6P = increases human PMI activity with near-saturating mannose 6-phosphate; coupled PMI enzyme assay, resazurin fluorescence, 20 min; active compounds read high; 1 = untreated enzyme, 0 = substrate-free blank; activation factor at 20 µM; 190,000 compounds, 0.34% hits;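 active = activation factor of 2 or more at 20 µM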
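Material: human phosphomannose isomerase with PGI, G6PDH, diaphorase coupling enzymes / Reagent: Man-6-P substrate 1.0 mM / Dosing: single compound dose of 20 µM, 1% DMSO final / Incubation: enzyme reaction with compound 20 min at room temperature / Signal: resorufin fluorescence (Ex 544/Em 590 nm) from resazurin via diaphorase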
bIAP act = intestinal alkaline phosphatase (bovine) activation. purified bovine IAP, CDP-star luminescence, 30 min; active compounds read high; fold of DMSO-control signal, blank-subtracted. activation factor at 20 µM. 200,000 compounds, 0.17% hits;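 active = activation factor of 2 or more at 20 µM, a signal rise over negative controls twice the positive control's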
PMI act = increases human mannose-6-phosphate isomerase activity; P34949; AID 1214; 190,000 compounds, 0.005% hits; activation factor at 20 µM; purified human PMI, coupled resazurin fluorescence, 20 min; active compounds read high; 1 = vehicle control, 0 substrate-free wells;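 active = activation factor of 2 or more at 20 µM, relative to plate controls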
APP 5'UTR act = activates APP 5'UTR luciferase reporter | SH-SY5Y APP 5'UTR luciferase reporter, luminescence; zero percent = DMSO vehicle wells | AID 1276 | activation, % at 2 µM | 190,000 compounds, 1% hits;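 active = activation above a set limit, based on mean plus 3 SD of controls, cut at about 140% in these data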; also: values of inactives mirror those of a sister screen read the other way
FLuc act counter = affects firefly luciferase, flagging false hits in luciferase stimulation screens; P08659; ATPlite luciferase biochemical, luminescence, 10 min; 0 = ATP-free wells, 1 = DMSO control; activation factor at 10 µM; 200,000 tested, under 10 active;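 active = luciferase activation factor, scaled between plate controls, of at least 2 with compound at 10 µM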
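Material: Luciferase/luciferin reagent mix | Doses: Test compounds dosed from 2 mM stocks in 100% DMSO | Timing: 10 min incubation after luciferase reagent addition, room temperature | Measured by: Luminescence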
* hit, by the source's call; / = no result given.

SMILES	TNAP act hi DEA	TNAP inh noacc	FLuc inh counter	TNAP inh hiacc	NF-kB expr up	PMI act satM6P	bIAP act	PMI act	APP 5'UTR act	FLuc act counter
O=[N+]([O-])c1ccc(N2CCNCC2)cc1Sc1nc2ccccc2[nH]1	0.8	-0.6	0.6	16.1	1.94	1	0.9	0.8	-2.0	1
COC(=O)C1=NNC(C(=O)c2ccco2)C1c1ccccc1 (stereo not drawn)	1	-0.2	-5.0	0.7	1.08	1	1	1.2	6.1	1.1
CN(C)C=Nc1nonc1-c1ncn[nH]1	1.1	15.2	-7.8	-6.2	1.78	1	0.9	1.1	8.7	1.1
Cc1ccc(S(=O)(=O)Cn2nnnc2CN(Cc2ccco2)Cc2cccs2)cc1	1	-4.9	-6.7	0.6	1.01	1	1	1	3.4	1.1
COc1cc2c(cc1NC(=O)c1cccc([N+](=O)[O-])c1C)oc1ccccc12	1	-2.0	-6.6	-1.0	0.74	0.9	0.9	0.9	7.5	1.1
CCOC(=O)/C(C(C)=O)=C1\OC(=O)c2ccccc21	1	1.7	-3.5	-2.4	0.97	0.9	1	1.1	-4.2	1
c1ccc(CSc2nnc(-c3ccco3)c(-c3ccco3)n2)cc1	1	0.5	11.9	1.4	1.02	0.9	1	0.6	20.2	0.9
COc1ccc(/C=N/NC(=O)CC(=O)N/N=C/c2ccc(OC)cc2)cc1	1.1	-13.5	-5.2	-5.3	1.21	1	0.9	1	-17.0	1.1
O=C(NCCc1ccccc1)C1CCC(CNS(=O)(=O)c2cccs2)CC1 (stereo not drawn)	1.1	-18.2	-6.1	-6.1	1.09	1.1	1	1.1	37.8	1.1
Clc1cccc(Cl)c1CSc1nnc(/C=C/c2ccccc2)o1	1	6.5	-2.2	-1.9	1.36	0.9	0.5	1	4.6	1
CCOC(=O)/C(C#N)=C/c1cc2ccccc2nc1N1CCCCC1	1.1	-6.3	-9.0	-5.6	1.01	1	1	0.9	15.8	1.1
O=C(N/N=C/c1c(F)c(F)c(F)c(F)c1F)c1ccc(Cn2cc(Br)cn2)o1	1	-0.1	-6.4	0.0	0.83	0.9	0.9	1	-12.9	1.1
COCCNC(=O)NC(=O)COC(=O)c1ccc2[nH]c3c(c2c1)CCCC3	1	-3.4	-1.2	0.6	0.94	0.9	1	0.9	13.2	1
O=C(O)c1ccc(COCC(F)(F)C(F)F)o1	1.1	-18.2	-9.9	-5.5	1.07	1	0.9	1.1	-0.1	1.1
Cc1cc2oc3c(c(=O)c2cc1C)C(c1cccc(Br)c1)N(Cc1ccco1)C3=O (stereo not drawn)	1.1	7.0	-10.8	-7.0	0.93	1.1	1	1.2	2.7	1.1
COc1ccc(CNC(=O)Nc2ccc(C)c(C)c2)cc1	1	-9.7	4.2	-0.9	1.18	1	1.1	1	1.1	1
Cc1cccc(NCC(O)Cn2cnc3c2c(=O)n(C)c(=O)n3C)c1 (stereo not drawn)	1	-11.9	-5.0	-4.0	1.1	0.8	1	0.8	13.2	1.1
CC1CCC/C(=C\Nc2ccccc2C(=O)O)C1=O (stereo not drawn)	1.1	-3.3	8.1	-5.7	0.96	1	1	1.1	-5.7	0.9
CC(C)C(NS(=O)(=O)c1ccc2c(c1)oc(=O)n2C)C(=O)N1CCN(c2ccccc2F)CC1 (stereo not drawn)	1.1	-18.8	-6.5	-5.8	1.01	1.1	1	1	14.5	1.1
CC1=C(/C=C/C(C)=C/C=C/C(C)=C/C(=O)O)C(C)(C)CCC1	1	-5.1	-7.6	1.9	1.41	1.1	1.4	1.1	23.0	1.1
CCOc1ccc(NS(=O)(=O)c2ccc(NC(=S)NC(C)=O)cc2)cc1	1.1	-6.2	-5.3	-6.4	1.27	0.9	1.2	1	1.0	1.1
O=C(Nc1ccc(Br)cc1)c1cccnc1N1CCOCC1	1	-8.7	-7.7	-1.7	1.27	1	0.9	1	9.3	1.1
CCOc1ccc(CNC(=S)N/N=C/c2cccnc2)cc1	1	-1.8	-6.2	2.2	1.04	1	0.9	1	7.9	1.1
CC(=O)Oc1ccc(C(=O)Nc2nnc(C)s2)cc1	1.1	-12.4	13.6	-5.8	2.06	0.9	0.8	1	42.4	0.9
CN(Cc1ccccc1)C(=O)COc1ccc(-c2nnco2)cc1	1.1	-8.2	0.2	-7.6	1.03	1.1	1.1	1.1	-22.6	1
O=C(Nc1ccn(Cc2ccccc2)n1)c1cccc(F)c1	1.1	-8.8	64.2*	-5.6	6.25*	0.8	1.1	0.8	197.0*	0.4
Cc1cc2oc(=O)cc(CN3CCC(C)CC3)c2cc1Cl	1	21.6	-10.1	-2.7	1.77	1	1	1.1	0.9	1.1
COc1ccc(C(=O)Nc2nc(-c3ccc(OC)cc3)c(-c3ccc([N+](=O)[O-])cc3)s2)cc1	0.9	-0.9	-3.9	8.2	0.95	1	0.8	1	-14.7	1
C/C(=N\NC(=O)CNC(=O)C(c1ccccc1)c1ccccc1)c1ccc(C)cc1	1	-8.1	-0.3	4.4	1.04	1	0.9	1	-10.0	1
CCCOc1ccc2ccccc2c1/C=N/n1c(C)nnc1-n1nc(C)cc1C	1	-3.8	-7.8	-4.8	1.09	1.1	1	1.1	-9.3	1.1
Cc1ccnc(Nc2nc(-c3c(C)nc4sccn34)cs2)c1	1	-8.1	4.6	-3.0	1.16	0.8	0.8	0.8	72.7	1
CC(=O)c1ccc(NC(=S)NC2CCCC(C)C2C)cc1 (stereo not drawn)	1	-3.7	-1.3	0.1	1.24	1	0.8	1	15.9	1
CC(C)C(=O)Nc1cccc(NC(=S)NC(=O)c2ccccc2Cl)c1	1	-10.9	-0.7	-3.4	0.86	0.9	0.9	0.9	2.6	1
CCCCC1(C(=O)OCC)CC(CN2CCOCC2)OC1=O (stereo not drawn)	1	2.5	-3.4	-1.7	0.9	1.1	1.1	1	/	1
COc1cc(/C=N/NC(N)=O)ccc1OCC(=O)Nc1cc(C)c(C)cc1Br	1	-3.7	1.6	1.0	1.54	0.9	1.3	1	4.0	1
CCCc1nc2ccc(NC(=O)c3ccco3)cc2c(=O)n1Cc1ccc(Cl)cc1	1	-4.7	-0.3	0.1	1.19	0.9	1	0.9	14.6	1
Cc1cccc(CSc2ccc3nnc(-c4cccnc4)n3n2)c1	1	-41.2	-3.8	3.1	1.17	1	0.9	1	9.7	1
CN1C[N+]([O-])=C(c2ccccc2)C1(C)C	1	-7.9	-5.0	1.6	0.99	1	1	1	0.1	1.1
CCN(CC)S(=O)(=O)c1ccc2c3c(cccc13)C(=O)S2	1	-1.6	-1.1	-0.8	0.66	0.9	1	0.9	2.1	1
CCn1c(COc2cccc3cccnc23)nnc1SC(F)F	1	-10.3	-8.1	-1.9	0.86	1	1	1.1	9.2	1.1

Among those listed so far, these have an NH in an aromatic ring:
SMILES	TNAP act hi DEA	TNAP inh noacc	FLuc inh counter	TNAP inh hiacc	NF-kB expr up	PMI act satM6P	bIAP act	PMI act	APP 5'UTR act	FLuc act counter
O=[N+]([O-])c1ccc(N2CCNCC2)cc1Sc1nc2ccccc2[nH]1	0.8	-0.6	0.6	16.1	1.94	1	0.9	0.8	-2.0	1
CN(C)C=Nc1nonc1-c1ncn[nH]1	1.1	15.2	-7.8	-6.2	1.78	1	0.9	1.1	8.7	1.1
COCCNC(=O)NC(=O)COC(=O)c1ccc2[nH]c3c(c2c1)CCCC3	1	-3.4	-1.2	0.6	0.94	0.9	1	0.9	13.2	1

The list continues:
SMILES	TNAP act hi DEA	TNAP inh noacc	FLuc inh counter	TNAP inh hiacc	NF-kB expr up	PMI act satM6P	bIAP act	PMI act	APP 5'UTR act	FLuc act counter
CCn1c(=O)cc(SCC(=O)NCc2ccc(C)cc2)c2ccccc21	1.1	-0.8	-8.8	-12.3	0.94	1.2	1	1.2	-5.7	1.1
Cc1cc(Cl)c2ccc3ccccc3c2n1	1.1	-9.9	-5.4	-7.1	1.2	0.9	1	0.8	-0.5	1.1
C(=N\Nc1nc2ccccc2[nH]1)/c1cccs1	1	-8.7	68.2*	-4.0	4.14*	1	1.1	0.9	137.3*	0.3
COc1cc(C2C(C(=O)c3ccc(C)o3)=C(O)C(=O)N2c2cc(C)on2)ccc1O (stereo not drawn)	1	-17.1	-4.4	-4.7	1.33	0.9	0.9	0.9	-14.0	1
CC(=O)C1=NN(c2ccccc2)C(c2ccc3c(c2)OCO3)N1c1ccccc1 (stereo not drawn)	1	2.6	-5.9	0.9	0.96	0.8	0.9	0.8	25.8	1.1
Nc1nc(CN2CCN(c3ccccn3)CC2)nc(Nc2ccc(F)cc2)n1	1.1	-2.4	-6.4	-5.9	0.85	1.2	0.9	1.1	0.1	1.1
CS(=O)(=O)N1CCN(c2ccccc2NC(=O)Cc2ccc(Cl)cc2)CC1	1	-5.0	-7.6	-3.6	1.04	0.8	0.9	0.9	7.3	1.1
CCOc1ccc(CONS(=O)(=O)c2ccc(NC(C)=O)cc2)cc1Cl	1.1	-7.1	-2.7	-6.0	1.27	0.9	0.9	0.8	-4.8	1
COc1ccc(C(=O)CCNc2ccc3c(c2)OCCO3)cc1	1	-10.5	24.1	-2.2	1.74	0.4	0.9	0.7	23.3	0.8
CC(C)(C)S(=O)(=O)c1ccccc1C(=O)O	1.1	-18.6	-3.7	-8.8	0.99	1	1	1	0.7	1
NC(=O)CCC(NC(=O)c1ccc(Cl)cc1)C(=O)O (stereo not drawn)	1	-17.2	-8.5	-3.5	1.36	1.1	1.1	1.2	2.2	1.1
C/C(CC(=O)NCCCN1CCOCC1)=N\NC(=O)COc1ccc(Cl)cc1	1	-6.2	-4.6	-2.1	0.99	0.9	1.1	1	0.2	1
CCCOC(=O)CSc1nc(N)c(C#N)c(CC)c1C#N	1	4.6	-3.6	-0.5	0.88	0.9	0.9	1	4.3	1
CC(C)(C)c1cc(=O)n2c(nc3ccccc32)[nH]1	1	-1.8	18.3	-0.8	1.22	1	0.9	1	12.7	0.8
CCCCCn1nc(C)c(/C=N/NC(=O)c2ccoc2C)c1C	1	-0.2	16.9	2.5	1.18	1	1.1	1	58.7	0.8
Cc1cc(C)nc(/N=C(/NC(=O)Nc2cccc(Cl)c2)Nc2ccccc2)n1	1	1.8	14.6	2.0	1	0.9	0.9	0.8	-0.6	0.9
O=C(Nc1ccccc1F)c1ccc(Br)o1	1	-11.0	1.8	-2.1	1.25	1	1	1	7.4	1
COCCNC(=S)N1CCN(c2cccc(C)c2C)CC1	1	-14.3	1.4	-3.0	0.87	1	1	1	17.2	1
COc1ccccc1NC(=O)c1c(Br)cnn1C	1.1	0.1	-4.9	-6.4	1.16	1.1	1	1.1	1.4	1
COc1ccc(/C=C(\C#N)C(=O)OCC(=O)N2CC(C)OC(C)C2)cc1 (stereo not drawn)	1	-14.9	-6.4	-4.8	1.03	1	1	1.1	-27.3	1.1
CC(=O)c1ccc2noc(-c3ccc(Cl)cc3)c2c1	1	-6.6	-7.7	-0.4	0.99	1.9	1	1.7	15.8	1.1
COc1cccc(N2C(=O)C(c3ccccc3)=C(c3nc4ccccc4s3)C2NC(C)=O)c1 (stereo not drawn)	1	-1.9	-6.0	-1.0	0.8	1	1	0.9	-7.9	1.1
O=S(=O)(/C=C/c1ccccc1)NCCc1ccccn1	1	-11.9	-8.1	-2.4	0.97	1.1	1	1	-9.5	1.1
Cc1cccc(CC2CC(=O)N(c3ncccn3)C2=O)c1 (stereo not drawn)	1	-10.7	-10.3	-1.2	1.09	1	1	1	5.2	1.1
